SR-BI uptake up: activators of SR-BI mediated HDL lipid uptake; CHO ldlA[mSR-BI] cells, DiI-HDL uptake fluorescence, 3 h; 100 = double the neutral-control signal; activation, % at 12.5 µM; actives 0.096% (n = 320,000);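 active means mean replicate activation of at least 60% and every replicate at or above 60%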;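 further: 0% = median plate neutral-control signal and 100% = twice that signal; values of inactives mirror those of a sister screen read the other way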
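Assay system: CHO ldlA[mSR-BI] cells, LDL receptor-null, SR-BI overexpressing; medium: Ham's F12 with 0.5% BSA, HEPES 25 mM, pH 7.4; also added: DiI-HDL 10 µg/mL; timing: 3 h uptake period with compound, 37 °C; signal: DiI fluorescence, bottom read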
PKA-R1A act: activators of PKA-R1A complex; P00514+P68181; PKA-R1A dissociation, Cy5-IP20 fluorescence polarization; scaled: DMSO 0%, 113 µM cGMP 100%; activation, % at 11.4 µM; actives 0.083% (n = 340,000); AID 504707;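 active means percent activation above the mean of all tested compounds plus 3 SD, cut at about 19% in these data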;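 further: higher means more PKAc released from R1A so a rise in polarization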
NSD2 HMT inh: blocks human histone methyltransferase NSD2 | O96028 | NSD2 peptide methylation, AlphaScreen, 120 min | inhibition, % at 12.5 µM | actives 0.54% (n = 310,000); in the data active means inhibition above about 50%
Target sequence (O96028 whole entry, looked up): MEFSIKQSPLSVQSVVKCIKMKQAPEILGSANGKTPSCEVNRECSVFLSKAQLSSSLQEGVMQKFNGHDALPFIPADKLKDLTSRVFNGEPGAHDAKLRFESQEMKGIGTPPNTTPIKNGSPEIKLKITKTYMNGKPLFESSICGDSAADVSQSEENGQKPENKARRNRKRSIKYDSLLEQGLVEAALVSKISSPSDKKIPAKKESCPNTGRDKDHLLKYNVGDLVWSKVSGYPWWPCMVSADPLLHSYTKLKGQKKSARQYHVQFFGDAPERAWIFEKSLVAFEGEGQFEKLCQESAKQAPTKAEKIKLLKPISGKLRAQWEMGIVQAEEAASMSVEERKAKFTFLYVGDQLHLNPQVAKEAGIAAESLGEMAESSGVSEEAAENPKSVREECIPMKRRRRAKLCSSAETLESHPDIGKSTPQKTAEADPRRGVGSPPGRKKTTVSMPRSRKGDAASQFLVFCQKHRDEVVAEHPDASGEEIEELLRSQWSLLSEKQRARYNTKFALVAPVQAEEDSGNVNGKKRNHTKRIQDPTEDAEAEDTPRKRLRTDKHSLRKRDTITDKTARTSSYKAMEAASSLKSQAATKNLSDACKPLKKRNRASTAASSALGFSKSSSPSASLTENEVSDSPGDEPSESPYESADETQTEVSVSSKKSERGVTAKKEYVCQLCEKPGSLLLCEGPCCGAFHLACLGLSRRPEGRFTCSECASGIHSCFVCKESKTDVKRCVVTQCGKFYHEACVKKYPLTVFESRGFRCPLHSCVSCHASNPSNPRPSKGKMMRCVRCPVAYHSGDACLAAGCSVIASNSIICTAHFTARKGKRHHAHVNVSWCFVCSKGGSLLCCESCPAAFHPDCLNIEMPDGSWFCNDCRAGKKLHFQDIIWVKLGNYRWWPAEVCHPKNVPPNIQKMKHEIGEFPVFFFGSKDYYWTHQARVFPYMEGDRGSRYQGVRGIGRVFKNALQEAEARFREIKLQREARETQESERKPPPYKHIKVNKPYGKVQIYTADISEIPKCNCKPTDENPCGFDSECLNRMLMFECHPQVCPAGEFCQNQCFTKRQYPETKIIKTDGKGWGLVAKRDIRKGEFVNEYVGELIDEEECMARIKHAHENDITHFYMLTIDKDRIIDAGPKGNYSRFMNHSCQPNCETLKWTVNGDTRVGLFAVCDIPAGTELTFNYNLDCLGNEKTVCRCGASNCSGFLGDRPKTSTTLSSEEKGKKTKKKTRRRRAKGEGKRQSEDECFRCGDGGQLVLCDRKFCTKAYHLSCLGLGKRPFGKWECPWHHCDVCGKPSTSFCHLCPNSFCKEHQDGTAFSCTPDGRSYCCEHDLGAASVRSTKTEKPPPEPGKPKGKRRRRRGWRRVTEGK
Arr AP2 block: blocks beta-arrestin peptide binding to AP2 adaptin | FITC-arrestin peptide / GST-AP2 beads, flow cytometry; AP2 beta2 appendage carries R879A mutation | inhibition, % at 10 µM | actives 0.31% (n = 340,000);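 active means inhibition above a set limit, near 3 SD of compounds lacking own fluorescence, cut at about 54% in these data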;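 further: plate controls were DMSO wells for no effect and 5 µM unlabelled arrestin peptide for full effect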
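System: GST-AP2 R879A glutathione beads; medium: PBS, Tween 20 0.05%, BSA 0.1%; reagent: fluorescein-tagged arrestin peptide at 50 nM final; schedule: pre-incubation 12 min, peptide binding 1 h, room temperature; detection: flow cytometry, FL1 (488/535 nm); read-out: inhibition as reduced fluorescein signal on beads, percent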
dFosB activator: mouse delta FosB homodimer activation | P13346 | purified delta FosB, TAMRA-CDK5 oligo fluorescence polarization; percent of positive-control signal above neutral wells | activation, % at 25 µM | actives 0.99% (n = 340,000) | AID 493131;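 active means mean activation above about 17%, with every replicate also reaching it, limit read from the data, passing the limit was not always enough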;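 further: fluorescence polarization rise as delta FosB binds a TAMRA Cdk5 AP-1 oligo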
MITF TRPM1 HTS: MITF TRPM1 promoter activation in melanoma cells | SK-MEL-5 TRPM1-promoter luciferase, 24 h; % of positive control, neutral wells = 0 | activation, % at 12.5 µM | actives 0.75% (n = 300,000) | AID 588334;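 active means mean activation of at least 80% with every replicate also reaching 80%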;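 further: 0% = neutral control wells and 100% = parthenolide positive control wells; values of inactives mirror those of a sister screen read the other way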
PKA-R2B activ: PKA-R2B complex activation | PKA-R2B holoenzyme dissociation, Cy5-IP20 fluorescence polarization; R2B truncated from residue 108, S112A mutant; 0% DMSO only, 100% 113 µM cGMP | actives 0.079% (n = 340,000) | activation, % at 11.4 µM;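 active means activation above a cutoff set at the mean over all compounds plus 3 SD, cut at about 18% in these data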;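 further: higher means more holoenzyme dissociation and a rise in polarization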
Mot1-301 SUMO: SUMOylation pathway inhibition by Mot1-301 growth rescue; S. cerevisiae Mot1-301 growth rescue, ATP luminescence, 38.5C; percent above DMSO median, 100 means doubled; AID 2716; actives 1% (n = 320,000); growth rescue, % at 18.8 µM;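 active means every valid replicate shows activation above 250% relative to neutral control wells; inactive means the rest, any valid replicate at or below 250%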;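 further: OY570 slx delta 5 strain wells were the positive control but not used for scaling; some compounds called inactive have numbers as strong as hits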
SR-BI DiI inh: inhibitors of mouse SR-BI mediated HDL lipid uptake | actives 0.96% (n = 320,000) | AID 488896 | ldlA[mSR-BI] CHO cells, DiI-HDL uptake fluorescence, 3 h | inhibition, % at 12.5 µM;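 active means mean replicate inhibition of at least 70% and a set share of replicates each scoring 70 or more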;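 further: 0% = median of neutral control wells and 100% = median of positive control wells; values of inactives mirror those of a sister screen read the other way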
CDK5 p35 inh: CDK5/p35 (human) kinase inhibition; inhibition, % at 10 µM; Q00535+Q15078; actives 0.01% (n = 330,000); Recombinant CDK5/p35, ADP-Glo luminescence, 60 min;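 active means highest replicate inhibition of at least 50% and at least 75% of replicates reaching 50%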;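 further: plate controls were DMSO neutral control for no effect and GW8510 at 10 µM for full effect; many of its hits are not listed in these tables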
DSG3 Ab inh: blocks pemphigus antibody binding to human desmoglein-3. P32926. DSG3-coupled beads, scFv-anti-DSG3-GFP binding, flow cytometry; hits give low values. binding (percent of control), % at 10 µM. actives 0.48% (n = 310,000). AID 588358;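 active means binding more than 3 SD below its plate's average and above zero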;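 further: hits lower antibody fragment binding to DSG3; some compounds called inactive have numbers as strong as hits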
Starred values were filed as active, the others as inactive; . = not tested or not shown. No enrichment for hits, and some 4.7% of all compounds hit somewhere here.

SMILES	SR-BI uptake up	PKA-R1A act	NSD2 HMT inh	Arr AP2 block	dFosB activator	MITF TRPM1 HTS	PKA-R2B activ	Mot1-301 SUMO	SR-BI DiI inh	CDK5 p35 inh	DSG3 Ab inh
O=C(NC1CC1)C1CCN(S(=O)(=O)c2ccc(Cl)cc2)CC1	0	8	-1	-1	0	3	4	3	0	1.1	98
O=c1[nH]c2c(c(=O)[nH]1)OCN(Cc1ccccc1)C2	0	1	1	32	-1	0	1	.	0	1.4	98
CCN(CC(=O)NCc1ccc(Cl)cc1)CC(=O)NC1(C#N)CCCC1	.	2	-2	17	-3	.	-12	27	.	-0.1	105
Cn1c(NN)nc2sc3c(c2c1=O)CC(C)(C)OC3	20	3	1	-5	-17	-13	-2	-1	-20	-1.1	109
CCOC(=O)c1nc(Nc2ccccc2C)c2ccccc2n1	-5	-3	0	40	-12	-5	-15	2	5	0.6	101
COc1cc(CN2CCCC(N3CCc4ccccc4C3)C2)c(Cl)cc1O (configuration not stated)	3	-12	8	1	-5	3	-1	-13	-3	1.2	97
CCSc1nnc(NC(=O)C2CCCCC2C(=O)OCC(F)(F)C(F)F)s1 (configuration not stated)	-1	1	3	-2	-10	.	0	-13	1	0.7	101
Cc1ccsc1C(=O)Nc1n[nH]c(C(F)(F)F)n1	6	0	-8	-1	5	-14	-1	-13	-6	2.0	100
COc1ccccc1CNC(=O)C1CCN(S(=O)(=O)c2ccc(-n3cnnn3)cc2)CC1	.	-9	2	25	-2	-7	6	4	.	1.5	.
O=C(CN(Cc1ccccc1)S(=O)(=O)c1ccc2c(c1)OCCO2)Nc1ccc2c(c1)OCCO2	-8	-1	1	13	-6	25	1	-3	8	-0.4	99
CC(=O)N1N=C(c2ccccc2O)CC1c1cccs1 (configuration not stated)	-7	-6	-2	5	-2	.	-6	7	7	1.1	111
Cc1ccccc1OCC(=O)NCC(=O)N/N=C/c1ccc(Br)o1	20	-12	-5	-15	0	4	-5	2	-20	-1.2	100
CCOC(=O)C1CCN(C(=O)CNC(=O)c2nn(-c3ccc(OC)cc3)c(=O)c3ccccc23)CC1	.	7	-1	15	-14	32	-7	3	.	-0.7	111
COc1ccc(CCN2C(=O)CS/C2=N\NC(=O)c2cccs2)cc1OC	-18	-3	2	-10	0	-2	-3	18	18	1.3	96
Cc1cccn2c(=O)c3cc(C(=O)NC4CCCCCC4)sc3nc12	2	-6	-1	0	-10	0	-3	-4	-2	0.1	92
CCCC(=O)Nc1ccc2c(c1)nc(CN1CCCCC1)n2C	21	3	1	2	-4	.	4	-18	-21	0.4	.
CCc1c(C)[nH]c2nc3ccccc3n2c1=O	6	-4	0	3	0	.	4	3	-6	-0.7	100
S=C(Nc1ccccc1)N1CCN(C(=S)c2ccccc2)CC1	-16	.	1	-3	-13	-7	.	12	16	2.6	.
COc1ccc(Br)cc1C(=O)Nc1nnn(C)n1	-4	0	-2	-6	0	1	-5	2	4	0.1	102
CC1Cc2ccccc2N1C(=O)C1CCN(S(=O)(=O)Cc2ccccc2)CC1 (configuration not stated)	-2	9	-3	-1	-3	-11	-4	-6	2	0.5	100
CC(=O)OC1OCCOC1NC(=S)Nc1ccc(C)cc1 (configuration not stated)	7	-7	-4	1	1	4	-10	.	-7	-1.2	99
CCc1nc(SCC(=O)NCCc2ccccc2)n[nH]1	-6	-12	-3	27	1	4	-5	-1	6	1.0	92
CC1CCC(NC(=O)c2ccc(COc3ccccc3)o2)CC1 (configuration not stated)	-17	-10	-2	3	-1	3	-15	-15	17	-4.7	99
CCOC(=O)CSc1nc2sc(C(=O)O)c(C)c2c(=O)[nH]1	11	6	.	6	6	-1	-4	-18	-11	1.0	102
COCCCNC(=S)N1CCN(c2nc(C)nc3sc4c(c23)CCCC4)CC1	-44	-8	-2	3	-3	.	13	-3	44	-1.4	107
Cc1c(C(=O)Nc2ccc(F)cc2)oc2ccc(S(=O)(=O)N3CC(C)CC(C)C3)cc12 (configuration not stated)	-62	-11	0	22	5	-43	-13	-5	62	4.5	102
Cc1ccc(NC(=S)Nc2cccc3cnccc23)cc1	-10	-21	101*	-8	-7	-11	0	-8	10	0.3	98
COc1cccc(-c2cc(C(=O)NCCN3CCOCC3)no2)c1	6	4	-2	31	1	-6	-11	8	-6	-1.4	96
COc1ccc(OCCC(=O)Nc2nccs2)cc1	3	0	-3	54*	1	5	-5	7	-3	0.1	91
O=C(OCC(=O)N1CCCC1)c1c(Cl)cccc1Cl	2	-2	-5	-2	3	3	-4	-12	-2	-0.8	91
C=CCNC(=O)c1c(O)c2cccc3c2n(c1=O)CCC3	-9	5	-2	6	-5	.	-2	3	9	1.7	110
CCc1ccc(NS(=O)(=O)c2ccc(OC)c3ncccc23)cc1	5	-3	3	-1	-1	-6	8	175	-5	-0.1	102
CCOCCOCCC(C(=O)OCC)P(=O)(c1ccccc1)c1ccccc1 (configuration not stated)	46	1	-14	26	2	0	-6	4	-46	-1.6	95
CCCN1CCN(C(=O)C(NC(=O)c2ccco2)C(C)C)CC1 (configuration not stated)	.	-7	3	7	1	-8	-4	0	.	0.4	109
CCN1C(=O)C(CC(=O)Nc2ccc(OC)cc2)N(CCc2ccc(OC)cc2)C1=S (configuration not stated)	-31	-2	-8	52	-7	7	0	171	31	3.1	103
Cc1ccc(C)c(NC(=O)c2cc(-c3ccccc3)nn2-c2ccccc2)c1	-18	-9	-1	26	2	-3	-2	-6	18	2.0	102
Cc1c(CCO)c(=O)n2c([nH]c3ccccc32)c1C#N	14	-3	0	-8	-5	-1	-3	161	-14	2.6	100
O=C(OCC(=O)N(Cc1ccccc1)Cc1ccccc1)c1ccccc1NCCO	-39	-8	-4	0	-1	15	-11	249	39	2.0	98
O=C(Nc1ccc(Cl)cc1)C1CCCCN1S(=O)(=O)c1ccccc1 (configuration not stated)	8	-5	0	-1	-6	.	-5	144	-8	1.7	.
CCCC(=O)NC(Nc1ccc(S(=O)(=O)Nc2ncccn2)cc1)(C(=O)OCC)C(F)(F)F (configuration not stated)	.	15	-1	6	4	5	16	-10	26	-0.7	.
CCc1nc(N2CCCCC2C)c2oc3ccccc3c2n1 (configuration not stated)	20	-8	-7	-9	-11	-14	-3	-10	-20	-2.2	100
FC(F)(F)C(F)(F)c1nnc2ccc(-n3ccnc3)nn12	18	9	-2	-1	-8	-11	-4	5	-18	0.5	102
COc1cccc(NC(=O)CCS(=O)(=O)c2cc3c(cc2Cl)NC(=O)CO3)c1	-5	-5	0	2	-2	5	-2	-6	5	.	92
COc1ccc(C(=O)c2sc3nc(C)cc(-c4cccs4)c3c2N)cc1	-45	-20	-9	19	-5	-2	-13	.	45	-0.3	111
CC1CCN(S(=O)(=O)c2ccc(NC(=O)CN3CCN(c4ccccc4)CC3)cc2)CC1	-33	-3	2	5	9	-15	0	4	33	-1.1	99

Ordered by count of non-hydrogen atoms (rising): part of the list above.
SMILES	SR-BI uptake up	PKA-R1A act	NSD2 HMT inh	Arr AP2 block	dFosB activator	MITF TRPM1 HTS	PKA-R2B activ	Mot1-301 SUMO	SR-BI DiI inh	CDK5 p35 inh	DSG3 Ab inh
Cc1c(CCO)c(=O)n2c([nH]c3ccccc32)c1C#N	14	-3	0	-8	-5	-1	-3	161	-14	2.6	100
C=CCNC(=O)c1c(O)c2cccc3c2n(c1=O)CCC3	-9	5	-2	6	-5	.	-2	3	9	1.7	110
CCc1nc(N2CCCCC2C)c2oc3ccccc3c2n1 (configuration not stated)	20	-8	-7	-9	-11	-14	-3	-10	-20	-2.2	100
CCCN1CCN(C(=O)C(NC(=O)c2ccco2)C(C)C)CC1 (configuration not stated)	.	-7	3	7	1	-8	-4	0	.	0.4	109
CCc1ccc(NS(=O)(=O)c2ccc(OC)c3ncccc23)cc1	5	-3	3	-1	-1	-6	8	175	-5	-0.1	102
O=C(Nc1ccc(Cl)cc1)C1CCCCN1S(=O)(=O)c1ccccc1 (configuration not stated)	8	-5	0	-1	-6	.	-5	144	-8	1.7	.
COc1ccc(C(=O)c2sc3nc(C)cc(-c4cccs4)c3c2N)cc1	-45	-20	-9	19	-5	-2	-13	.	45	-0.3	111
Cc1ccc(C)c(NC(=O)c2cc(-c3ccccc3)nn2-c2ccccc2)c1	-18	-9	-1	26	2	-3	-2	-6	18	2.0	102
CCN1C(=O)C(CC(=O)Nc2ccc(OC)cc2)N(CCc2ccc(OC)cc2)C1=S (configuration not stated)	-31	-2	-8	52	-7	7	0	171	31	3.1	103
CC1CCN(S(=O)(=O)c2ccc(NC(=O)CN3CCN(c4ccccc4)CC3)cc2)CC1	-33	-3	2	5	9	-15	0	4	33	-1.1	99
CCCC(=O)NC(Nc1ccc(S(=O)(=O)Nc2ncccn2)cc1)(C(=O)OCC)C(F)(F)F (configuration not stated)	.	15	-1	6	4	5	16	-10	26	-0.7	.

Next section
SMILES	SR-BI uptake up	PKA-R1A act	NSD2 HMT inh	Arr AP2 block	dFosB activator	MITF TRPM1 HTS	PKA-R2B activ	Mot1-301 SUMO	SR-BI DiI inh	CDK5 p35 inh	DSG3 Ab inh
O=C(NC(c1ccc(Cl)cc1)c1c(O)ccc2ccccc12)c1ccccc1 (configuration not stated)	-55	3	-3	24	-6	-20	-6	-23	55	0.6	117
CC(NCc1ccccc1Cl)C(=O)Nc1ccc(C#N)cc1 (configuration not stated)	-10	-3	.	14	-4	-4	-6	0	10	0.3	103
CC(=O)c1cn(CC(=O)Nc2ccccc2F)c2ccccc12	11	-2	0	25	-1	-25	-4	-5	-11	-0.2	100
COc1ccc(C2=C(c3ccc([N+](=O)[O-])cc3)C(=O)OC2)cc1	18	-1	1	7	1	5	5	-7	-18	-0.5	110
CCc1ccccc1N(CC(=O)N1CCN(c2ccccc2)CC1)S(C)(=O)=O	-4	-6	-3	-1	-1	.	-12	8	4	-1.5	99

2 compounds from above, limited to CDK5 p35 inh, Mot1-301 SUMO and SR-BI DiI inh.
Molecule,CDK5 p35 inh,Mot1-301 SUMO,SR-BI DiI inh
COc1cccc(NC(=O)CCS(=O)(=O)c2cc3c(cc2Cl)NC(=O)CO3)c1,.,-6,5
CCN(CC(=O)NCc1ccc(Cl)cc1)CC(=O)NC1(C#N)CCCC1,-0.1,27,.
